Compound activity: PubChem, several laboratories
HUVEC tox TNFa: HUVEC cytotoxicity counter-screen, TNF alpha stimulated. HUVEC TNFalpha-stimulated, Hoechst cell count, imaging. cell count reduction, % at 2 µM. 93,000 tested, 0.17% active. AID 848;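 active = cell count reduction exceeding the screen mean by over 5 SD, scaled to untreated wells per plate, cut at about 78% in these data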;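 note: cells counted after 24 h of TNF alpha exposure following the 1 h pretreatment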
Pyk2 oligo antag: antagonists of human Pyk2 oligomerization; Q293 cells, Pyk2 FERM NanoBiT luminescence; active compounds read low; z-score (the deposit names both 25 µM and 10 µM); 99,000 tested, 0.83% active;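 active = Z-score of -3 or lower, scaled per plate to the spread of control and sample wells; inactive = z-score above -3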;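 note: negative z-score means lost luminescence so less FERM oligomerization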
Target sequence (Q14289 whole entry, looked up): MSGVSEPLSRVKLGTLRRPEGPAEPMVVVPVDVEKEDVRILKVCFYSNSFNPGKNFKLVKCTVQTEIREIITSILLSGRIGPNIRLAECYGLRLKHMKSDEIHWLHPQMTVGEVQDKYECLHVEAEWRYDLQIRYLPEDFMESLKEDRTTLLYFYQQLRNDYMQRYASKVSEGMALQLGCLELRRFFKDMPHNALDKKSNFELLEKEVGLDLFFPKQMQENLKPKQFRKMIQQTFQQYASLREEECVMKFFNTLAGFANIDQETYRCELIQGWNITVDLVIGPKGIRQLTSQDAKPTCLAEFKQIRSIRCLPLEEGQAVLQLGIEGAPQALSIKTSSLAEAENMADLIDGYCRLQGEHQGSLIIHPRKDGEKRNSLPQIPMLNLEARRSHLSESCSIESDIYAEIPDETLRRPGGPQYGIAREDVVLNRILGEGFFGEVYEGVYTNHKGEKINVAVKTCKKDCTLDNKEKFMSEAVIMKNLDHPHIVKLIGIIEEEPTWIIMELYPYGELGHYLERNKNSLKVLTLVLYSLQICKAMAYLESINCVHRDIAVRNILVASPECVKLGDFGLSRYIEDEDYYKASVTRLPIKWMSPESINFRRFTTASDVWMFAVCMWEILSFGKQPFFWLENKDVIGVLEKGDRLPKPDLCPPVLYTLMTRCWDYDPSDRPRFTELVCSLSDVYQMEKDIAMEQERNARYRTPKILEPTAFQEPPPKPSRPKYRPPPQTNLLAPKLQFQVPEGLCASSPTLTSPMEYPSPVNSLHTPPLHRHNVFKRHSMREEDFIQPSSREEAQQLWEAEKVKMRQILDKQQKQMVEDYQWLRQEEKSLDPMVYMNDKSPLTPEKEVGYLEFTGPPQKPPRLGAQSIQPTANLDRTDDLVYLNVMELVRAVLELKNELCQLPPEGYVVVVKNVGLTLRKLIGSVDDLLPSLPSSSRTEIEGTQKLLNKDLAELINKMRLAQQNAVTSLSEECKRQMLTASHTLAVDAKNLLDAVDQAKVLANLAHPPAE
cytoskel mod: alters cytoskeleton assembly in HUVEC cells. HUVEC TNFa F-actin phalloidin imaging, high content. inhibition, % at 2 µM. 91,000 tested, 0.18% active. AID 836;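 active = inhibition above the batch mean plus 3 SD and confirmed as a hit by visual image inspection, cut at about 30% in these data, passing the limit was not always enough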; note: strong numbers were not always called active
HUVEC tox IL1B: HUVEC cytotoxicity counter-screen, IL-1B stimulated; 94,000 tested, 0.41% active; HUVEC cell count loss, Hoechst imaging; cell count reduction, % at 2 µM; AID 845;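 active = cell count reduction more than 3 SD above the screen-wide mean, cut at about 70% in these data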;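 note: normalized per plate to untreated control cells as the no-loss baseline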
ERa coact inh: blocks coactivator binding to human estrogen receptor alpha; AID 629; 86,000 tested, 1.7% active; inhibition, % at 25.6 µM; TR-FRET ER-alpha LBD / SRC-1 peptide, estradiol-bound; in the data active = inhibition above about 50%;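 note: 0% = receptor plus peptide control and 100% = peptide only without receptor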
FAK inh: FAK (human) kinase inhibition | biochemical FAK kinase activity assay | inhibition, %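 (tested at 7 µM)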 | 97,000 tested, 0.84% active | AID 727; in the data active = inhibition above about 19%;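 note: 0% = DMSO and 100% = reference compound high control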
PTPN22 inh 2: inhibitors of human LYP (PTPN22) phosphatase | AID 640 | recombinant LYP catalytic domain, DiFMUP fluorescence | inhibition, % at 2 µM | Q9Y2R2 | 96,000 tested, 0.21% active;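 active = inhibition at 2 µM at or above a set limit, the screen mean plus 3 SD, cut at about 24% in these data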;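 note: 0% = DMSO with enzyme and 100% = enzyme fully blocked by orthovanadate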
VCAM1 TNFa inh: reduces TNF alpha induced VCAM1 expression in HUVEC; HUVEC TNFa-induced VCAM-1 immunofluorescence, high-content imaging; inhibition, % at 2 µM; 95,000 tested, 0.48% active;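 active = inhibition above the batch mean plus 3 SD, with images confirmed as a hit by eye, cut at about 37% in these data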;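 note: 0% = TNF-stimulated DMSO wells and 100% = unstimulated control wells; not every result past the cut was called active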
LYP act: LYP (human) phosphatase activation. activation, % at 2 µM. AID 697. Q9Y2R2. recombinant LYP, DiFMUP fluorescence; 0 = plate median, 100 = signal doubled. 96,000 tested, 0.11% active;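 active = activation at 2 µM above a set limit, the mean plus 5 SD, cut at about 37% in these data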
Starred values were filed as active, the others as inactive; · = no result given; [ ] = another dose, or the depositor's remark.

SMILES | HUVEC tox TNFa | Pyk2 oligo antag | cytoskel mod | HUVEC tox IL1B | ERa coact inh | FAK inh | PTPN22 inh 2 | VCAM1 TNFa inh | LYP act
CCOP(=O)(O)c1ccccc1OCCCCCOc1ccccc1P(=O)(O)OCC | 6 | 0.48 | 18 | 2 | 2 | 3 | -24 | -14 | 24
CCOc1ccccc1NC(=O)CSc1nnc(Cc2cccn2C)n1-c1ccc(F)cc1 | -3 | · | 0 | -22 | -1 | 0 | 4 | 0 | -5
CCOc1ccc(C(=O)NC2CCN(C(=O)NCc3ccccc3)CC2)cc1 | 37 | 0.33 | -7 | 9 | 9 | 5 | 8 | 41 | -10
CC(C)(C)N(NC(=O)Nc1ccc(Cl)cc1)C(=O)c1ccccc1 | -3 | -0.66 | -35 | 8 | · | 8 | 4 | -4 | 0
O=C(NCC1CCCO1)c1cccc(Br)c1 (configuration not stated) | -29 | 0.24 | 8 | -32 | -30 | -2 | -1 | 20 | 4
COC(=O)C1=CNC=C(C(=O)OC)C1c1ccccc1Cl | 0 | -2.1 | 2 | -34 | · | 14 | -6 | 2 | 2
CCC1C(=O)N=C(SCC(=O)Nc2cccc3ccccc23)NC1=O (configuration not stated) | -28 | 0.21 | 1 | 15 | 13 | 4 | 15 | 8 | -12
COC(=O)c1sccc1-n1cccc1C(=O)C(=O)N1CCCC1 | 29 | -0.21 | -17 | 6 | · | 7 | 7 | 1 | -2
COc1ccc(CCNC(=O)c2cc(-c3ccccc3)on2)cc1OC | -36 | 0.33 | 13 | -1 | 0[fluorescence artefact?] | 3 | -10 | 13 | 10
CSc1nc2ccc(S(=O)(=O)N3CCCCC3)cc2s1 | 3 | -2.1 | · | 13 | 4 | -1 | -4 | -3 | 6
CC(Sc1nc2c(c(=O)n(C)c(=O)n2C)n1Cc1cc2c(cc1Cl)OCO2)C(=O)O (configuration not stated) | -22 | -1.4 | -12 | -37 | 8 | -3 | -12 | 1 | 10
Cc1cccc(-n2c(N)cc(=O)[nH]c2=S)c1C | -34 | -0.52 | -25 | -24 | -10 | 0 | 2 | 15 | -6
O=C(NCCCN1CCOCC1)NC1CCCCC1 | -1 | 0.93 | -24 | -17 | -2 | -7 | 4 | 14 | -1
CCCCNS(=O)(=O)c1ccc2nc(SCC(=O)Nc3sccc3C#N)[nH]c2c1 | -16 | -3.7* | 16 | 5 | 10 | 5 | 1 | -1 | -2
O=C(NC1CCS(=O)(=O)C1)Oc1ccc(Cl)cc1 (configuration not stated) | 0 | 0.73 | 14 | -32 | -11 | 0 | -3 | 4 | 2
CCOC(=O)N1CCC(n2c(SCC(=O)OCc3ccccc3)nc3ccsc3c2=O)CC1 | -9 | -1.8 | -18 | -18 | -4 | -2 | -1 | 6 | 3
O=C(CSc1nnc(-c2ccccc2)o1)c1ccc2c(c1)OCCO2 | -15 | 0.64 | 39 | 2 | -3 | -7 | 10 | -2 | -12
CC(C)(C)S(=O)(=O)c1c(C(=O)O)cccc1C(=O)O | -36 | -0.31 | 13 | -21 | 9 | 1 | -4 | -3 | 4
COc1ccc(C)cc1NC(=O)CN1CCN(S(=O)(=O)c2ccc(Br)cc2)CC1 | -37 | -0.92 | -3 | -23 | · | -1 | -10 | -13 | 7
O=S(=O)(Nc1ccc(S(=O)(=O)N2CCOCC2)cc1)c1ccccc1 | -16 | 0.19 | -4 | 10 | -4 | 3 | -6 | -8 | 4
CC(C)N(C(=O)CSc1nnc(NC(=O)C2CCC2)s1)C(C)C | · | 1 | · | -6 | 3[fluorescence artefact?] | -3 | 4 | · | 0
COc1ccc(C(=O)OCC(=O)c2ccccc2)cc1S(=O)(=O)N1CCOCC1 | -56 | -0.54 | · | 10 | 25[fluorescence artefact?] | 0 | -1 | -1 | 2
Cc1cc(OCCN2CCOCC2)nc2ccccc12 | -24 | 0.81 | -29 | -18 | · | -3 | 3 | 10 | -2
O=c1c2ccccc2c(/C=N/c2ncn[nH]2)c(O)n1Cc1ccccc1 | 18 | -2 | -48 | -23 | 9 | 6 | -2 | 21 | 0
CCOC(=O)C1CCCN(C(=O)c2cn(CC)c(=O)c3cc(OC)c(OC)cc23)C1 (configuration not stated) | -30 | -0.2 | 10 | -7 | -9 | -3 | -2 | 16 | 0

A portion of the results above, for reference:
SMILES | HUVEC tox TNFa | Pyk2 oligo antag | cytoskel mod | HUVEC tox IL1B | ERa coact inh | FAK inh | PTPN22 inh 2 | VCAM1 TNFa inh | LYP act
COc1ccc(C)cc1NC(=O)CN1CCN(S(=O)(=O)c2ccc(Br)cc2)CC1 | -37 | -0.92 | -3 | -23 | · | -1 | -10 | -13 | 7
O=S(=O)(Nc1ccc(S(=O)(=O)N2CCOCC2)cc1)c1ccccc1 | -16 | 0.19 | -4 | 10 | -4 | 3 | -6 | -8 | 4
CC(C)N(C(=O)CSc1nnc(NC(=O)C2CCC2)s1)C(C)C | · | 1 | · | -6 | 3[fluorescence artefact?] | -3 | 4 | · | 0
COc1ccc(C(=O)OCC(=O)c2ccccc2)cc1S(=O)(=O)N1CCOCC1 | -56 | -0.54 | · | 10 | 25[fluorescence artefact?] | 0 | -1 | -1 | 2
Cc1cc(OCCN2CCOCC2)nc2ccccc12 | -24 | 0.81 | -29 | -18 | · | -3 | 3 | 10 | -2
O=c1c2ccccc2c(/C=N/c2ncn[nH]2)c(O)n1Cc1ccccc1 | 18 | -2 | -48 | -23 | 9 | 6 | -2 | 21 | 0
CCOC(=O)C1CCCN(C(=O)c2cn(CC)c(=O)c3cc(OC)c(OC)cc23)C1 (configuration not stated) | -30 | -0.2 | 10 | -7 | -9 | -3 | -2 | 16 | 0

Other results
SMILES | HUVEC tox TNFa | Pyk2 oligo antag | cytoskel mod | HUVEC tox IL1B | ERa coact inh | FAK inh | PTPN22 inh 2 | VCAM1 TNFa inh | LYP act
NC(=S)N/N=C/c1ccc(-c2cc(Cl)ccc2Cl)o1 | 9 | -3* | -8 | 3 | · | 1 | -26 | 54* | 27
COc1ccccc1-n1cc(C(=O)NCC(=O)N2CCN(c3ccccc3)CC2)c2ccccc2c1=O | -14 | 0.41 | 6 | 3 | -2 | -5 | 1 | 14 | -1
CC1CCCCC1NC(=O)Cn1cnc2ccccc2c1=O (configuration not stated) | -34 | 0.99 | 7 | -15 | -2 | 1 | -2 | -21 | 2
Cc1ccc(-c2noc(CCC(=O)N(C)c3ccccc3C)n2)cc1 | 5 | -1.2 | -15 | 12 | 6[fluorescence artefact?] | 0 | 12 | -5 | -12
O=C1c2ccccc2C(Nc2ccccc2F)N1c1cccnc1 (configuration not stated) | -20 | · | -1 | 1 | 2[fluorescence artefact?] | -1 | -6 | 12 | 4
CCn1nc(NS(=O)(=O)c2ccccc2)c2cc3cccc(C)c3nc21 | -21 | 0 | 7 | 23 | -2 | -4 | 10 | 18 | -10
COc1c(C)cc(Br)cc1C(=O)O | 4 | 1.9 | -10 | 90* | 10 | -3 | 4 | 11 | -4
COC(=O)c1cc(C(=O)Nc2cccc(C)n2)cc([N+](=O)[O-])c1 | 6 | 0.04 | -5 | -35 | · | -2 | -2 | 2 | 6
C=CCNC(=O)c1onc(CSc2ccccc2F)c1C(=O)O | 4 | · | -14 | 27 | · | 5 | 6 | -11 | -3
COc1ccc(CC(NC(=O)c2ccccc2)C(=O)NCC(=O)O)cc1 (configuration not stated) | -26 | · | -5 | -48 | 2 | -1 | 1 | 10 | -1
Cc1cc(NS(=O)(=O)c2ccc(NC(=O)C(C)Oc3ccc4c(C)cc(=O)oc4c3)cc2)no1 (configuration not stated) | -24 | -0.2 | 10 | 10 | -2 | -6 | -10 | 0 | 11
CCOCCCNC(=O)CN1C(=O)C(CC)Oc2ccccc21 (configuration not stated) | -25 | -0.24 | 8 | -16 | -12 | -2 | -3 | 11 | 0
O=C(Cn1c(-c2cncs2)nc2ccccc21)NCc1ccccc1 | 5 | 0.24 | 0 | 90* | -6 | 0 | -4 | 1 | 5
COc1ccc(CC(NC(C)=O)C(=O)N2CCN(C(=O)Nc3ccc(Cl)cc3)CC2)cc1OC (configuration not stated) | -3 | -0.26 | 47 | 10 | · | -1 | -2 | 3 | 0
COC(=O)c1ccccc1NC(=O)CSc1nnnn1-c1ccc(C)cc1C | -6 | -2.4 | -10 | 1 | 0 | 1 | 3 | 3 | -2
CCOC(=O)c1ccc(S(=O)(=O)N2CCN(CC(=O)NC(=O)NC(C)(C)C)CC2)cc1 | -18 | -0.37 | 15 | -12 | · | -1 | -11 | -3 | 9
O=C(CSc1ncc(C(F)(F)F)cc1Cl)N1CCN(S(=O)(=O)c2ccccc2)CC1 | -7 | -1.1 | 5 | 14 | -8 | 11 | 0 | 34 | -3
CCc1ccc(C(=O)NC(C(=O)O)C(C)C)cc1 (configuration not stated) | -16 | 0.92 | -1 | -10 | 10 | -4 | -4 | 21 | 8
CCC(NC(=O)c1ccccc1NC(=O)c1ccccc1)C(=O)O (configuration not stated) | -31 | 0.24 | -31 | -25 | 1 | 0 | -4 | 7 | 5
CC(=O)Nc1ccccc1-c1nc2ccccc2nc1OCC(=O)c1ccc(Br)cc1 | · | -0.78 | -7 | -3 | · | 3 | 0 | 11 | 4
Cc1ccc2[nH]c(=O)c(CN(Cc3ccccc3Cl)C(=O)N3CCOCC3)cc2c1 | -45 | -0.59 | -2 | -1 | 3 | -2 | -2 | -12 | 0
Cc1cc(NC(=O)CCCSc2nc(-c3ccco3)cc(C(F)(F)F)n2)n(-c2ccccc2)n1 | -34 | -1.1 | 5 | -19 | -1 | 0 | 0 | 10 | 0
Cc1n[nH]c(C)c1CCc1nc2c3ccccc3nc(SCC(=O)Nc3ccccc3F)n2n1 | 15 | -1.2 | 2 | 86* | 73*[fluorescence artefact?] | 21* | -6 | 10 | 3
CCOc1ccc(C(O)c2nccn2Cc2ccccc2)cc1 (configuration not stated) | 8 | 0.91 | -22 | -16 | · | -5 | -3 | -4 | 1
COc1ccc(N(CC(=O)NC(C)(C)C)S(=O)(=O)c2ccccc2)cc1OC | -53 | 0.06 | 7 | -2 | -8 | -3 | 6 | -12 | -5
CN1/C(=C\C(=O)C(F)F)C(C)(C)c2ccccc21 | -14 | 1 | 3 | 24 | -3 | 2 | 4 | 11 | -2
CC(C)(C)n1nnnc1C(c1cccnc1)N1CCN(c2ccccc2)CC1 (configuration not stated) | 9 | -1 | -2 | 2 | 33 | -8 | -16 | 12 | 16
CSc1nc2c(c(-c3ccc(O)cc3)c1C#N)CCC2 | -12 | -1.8 | -10 | -47 | 13 | 1 | -4 | 8 | 0
